GAA glycogen = qHTS Assay for Inhibitors and Activators of Human alpha-Glucosidase Cleavage of Glycogen; actives 0.38% (n = 300,000); recombinant GAA, glycogen substrate, Amplex Red glucose oxidase fluorescence; Lysosomal alpha-glucosidase (Homo sapiens), P10253; Potency, µM (series often up to 76.4 µM), inactives show at the highest dose activity change, negative = inhibition, actives largely listed as inhibitors; active = well fitted inhibition curve with a large enough effect; inconclusive = small, poorly fitted or top-dose-only effect, or another doubt; inactive = no such curve, though single readings can be large or run the other way;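 note: 0% = full enzyme reaction and -100% = no-enzyme basal signal; the screen sought inhibitors and activators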
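Recombinant enzyme (4 nM final) with compounds titrated up to 77 uM and bovine liver glycogen (30 ug) in citrate pH 5.0, 0.01% Tween-20, 37 C 40 min. Released glucose detected by Amplex Red/glucose oxidase (Ex 573/Em 610); AC50 from Hill fits.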
An asterisk follows results filed as active; ? = inconclusive; & = joins results of further samples; [ ] = dose if it differs, or a comment. Potency is the fitted concentration of half-maximal effect. These rows are one share of the data, so the mix of outcomes need not match the whole.

SMILES	GAA glycogen
O=C(CN1CCOCC1)Nc1nc(-c2ccccc2Cl)cs1	0%
O=C1CCC(C(=O)N2CCCCO2)CN1Cc1ccc(Cl)cc1 (stereo not given)	-5%[76.3 µM]
CCN(CC)Cc1nc2c(c(=O)[nH]1)C(CC)(CC)Cc1ccccc1-2	5%[76.3 µM]
CCOc1ccccc1NC(=O)C(=O)Nc1ccc2nc3n(c(=O)c2c1)CCCCC3	-4%[76.3 µM]
CC1(C)Cc2ccccc2-c2nc(NN)[nH]c(=O)c21	4%
Cc1cccc(N2N=C(C(=O)O)CCC2=O)c1	8%
O=C(N/N=C/c1ccc(Cl)cc1)c1ccc2c(c1)OCO2	0%
COCC(=O)Oc1c(S(=O)(=O)c2ccccc2)c(C)nn1C(C)(C)C	8%
CCCc1cc(=O)oc2c3c(cc(OCC(=O)NCC4CCC(C(=O)O)CC4)c12)OC(C)(C)CC3 (stereo not given)	-15%[76.3 µM]
CC(=O)Nc1ccc(S(=O)(=O)N(C)CC(=O)N/N=C/c2ccncc2)cc1	5%
Cc1cn2c(=O)cc(COc3ccccc3NC(=O)c3ccco3)nc2s1	4%[76.3 µM]
COc1cccc(CN(C)C(=O)CC23CC4CC(CC(C4)C2)C3)c1OC	-1%
Cc1c(C(=O)NCCCN2CCCCC2)oc2ccc3c(c12)C(O)CC1(CCCCC1)O3 (stereo not given)	-2%[76.3 µM]
CCCc1nnc(NC(=O)CCC(=O)NC2CC2)s1	-1%[76.3 µM]
CCCCOc1ccccc1NC(=O)CC1Sc2ccccc2NC1=O (stereo not given)	3%[76.3 µM]
CC(=O)c1cccc(NC(=O)CCn2c(=O)oc3ccccc32)c1	2%[76.3 µM]
CC(=O)c1cccc(NC(=O)CC2CCCC2)c1	14%
COc1ccc(S(=O)(=O)N(C)CC(=O)N2CCCC2)cc1OC	-10%[76.3 µM]
O=C(COc1ccc(Cl)cc1)N(Cc1cccs1)C1CCS(=O)(=O)C1 (stereo not given)	-1%[76.3 µM]
Cc1ccc(OCC(=O)NC(=S)Nc2ccccn2)c(Br)c1	-9%[76.3 µM]
COc1ccc(CCNC(=O)Cn2c(=O)c3sccc3n(CC(=O)Nc3cccc(C(F)(F)F)c3)c2=O)cc1OC	4%[76.3 µM]
CCOC(=O)c1ccc(N(C(=O)c2ccco2)C(C(=O)NC2CCCCC2)c2ccncc2)cc1 (stereo not given)	12%[76.3 µM]
Cc1ccccc1NC(=O)NC1(C(=O)N2CCC(O)CC2)CCCCC1	1%
O=C(Nc1ccc([N+](=O)[O-])cc1)c1cccc(S(=O)(=O)Nc2cccnc2)c1	-2%[76.3 µM]

An excerpt from above in order of molar mass, lowest first.
SMILES	GAA glycogen
Cc1cccc(N2N=C(C(=O)O)CCC2=O)c1	8%
CC(=O)c1cccc(NC(=O)CC2CCCC2)c1	14%
CC1(C)Cc2ccccc2-c2nc(NN)[nH]c(=O)c21	4%
CCCc1nnc(NC(=O)CCC(=O)NC2CC2)s1	-1%[76.3 µM]
O=C(N/N=C/c1ccc(Cl)cc1)c1ccc2c(c1)OCO2	0%
CC(=O)c1cccc(NC(=O)CCn2c(=O)oc3ccccc32)c1	2%[76.3 µM]
O=C1CCC(C(=O)N2CCCCO2)CN1Cc1ccc(Cl)cc1 (stereo not given)	-5%[76.3 µM]
O=C(CN1CCOCC1)Nc1nc(-c2ccccc2Cl)cs1	0%
CCN(CC)Cc1nc2c(c(=O)[nH]1)C(CC)(CC)Cc1ccccc1-2	5%[76.3 µM]
COc1ccc(S(=O)(=O)N(C)CC(=O)N2CCCC2)cc1OC	-10%[76.3 µM]
Cc1ccccc1NC(=O)NC1(C(=O)N2CCC(O)CC2)CCCCC1	1%
COCC(=O)Oc1c(S(=O)(=O)c2ccccc2)c(C)nn1C(C)(C)C	8%
CCCCOc1ccccc1NC(=O)CC1Sc2ccccc2NC1=O (stereo not given)	3%[76.3 µM]
Cc1cn2c(=O)cc(COc3ccccc3NC(=O)c3ccco3)nc2s1	4%[76.3 µM]
CC(=O)Nc1ccc(S(=O)(=O)N(C)CC(=O)N/N=C/c2ccncc2)cc1	5%
O=C(COc1ccc(Cl)cc1)N(Cc1cccs1)C1CCS(=O)(=O)C1 (stereo not given)	-1%[76.3 µM]
CCOc1ccccc1NC(=O)C(=O)Nc1ccc2nc3n(c(=O)c2c1)CCCCC3	-4%[76.3 µM]
Cc1c(C(=O)NCCCN2CCCCC2)oc2ccc3c(c12)C(O)CC1(CCCCC1)O3 (stereo not given)	-2%[76.3 µM]
CCOC(=O)c1ccc(N(C(=O)c2ccco2)C(C(=O)NC2CCCCC2)c2ccncc2)cc1 (stereo not given)	12%[76.3 µM]
CCCc1cc(=O)oc2c3c(cc(OCC(=O)NCC4CCC(C(=O)O)CC4)c12)OC(C)(C)CC3 (stereo not given)	-15%[76.3 µM]
COc1ccc(CCNC(=O)Cn2c(=O)c3sccc3n(CC(=O)Nc3cccc(C(F)(F)F)c3)c2=O)cc1OC	4%[76.3 µM]

Further compounds follow:
SMILES	GAA glycogen
COc1ccc(C)cc1Nc1nc(N)c2cc(OC)c(OC)cc2n1	-13%
CN(C)c1ccc(C(=O)C(=O)c2ccccc2)cc1	-7%
Cc1ccccc1CN1CCCOCCS1(=O)=O	-2%[76.3 µM]
COc1ccc(-c2nnc(NC(=O)Cc3ccccc3)o2)cc1	-3%[76.3 µM]
COc1ccc(-c2n[nH]c(=S)n2Cc2ccccc2)cc1OC	5%[76.3 µM]
O=C(CCCc1ccccc1)NCc1ccc2c(c1)OCO2	4%[76.3 µM]
COc1cccc(NC(=O)c2ccccc2Br)c1	17%[76.3 µM]
CCOc1ccccc1C(=O)Nc1ccc(S(=O)(=O)Nc2ncccn2)cc1	-5%[76.3 µM]
Cc1ccc(OCC(O)CN2CCN(CCO)CC2)c(C)c1 (stereo not given)	5%[76.3 µM]
Cc1ccc(/C=C(\C#N)C(=O)Nc2cccc(Br)c2)o1	17%[76.3 µM]
COc1ccc(OC)c(NC(=O)Cn2ncc3c2-c2ccccc2OC3)c1	6%[76.3 µM]
CN1CCN(C(=O)c2cc(Cl)ccc2NC(=O)c2ccc(Cl)cc2Cl)CC1	-11%[76.3 µM]
COc1ccc2c(c1)c(C(C)=O)c(C)n2-c1ccc(C(C)=O)cc1	0%
COc1ccccc1CNC(=O)CS(=O)Cc1nc(-c2ccc(OC)c(OC)c2)oc1C (stereo not given)	-2%[76.3 µM]
[N-]=[N+]=NC[C@H](c1ccccc1)N1CCN(Cc2ccccc2)CCC1=O	?
O=C(NCCc1ccc(Cl)cc1)c1ccc2c(c1)N(Cc1ccccc1)CCS2	-8%[76.3 µM]
CC1CCN(C(=O)Cn2c(=O)n(CCCCCC(=O)NCc3ccccc3Cl)c(=O)c3sccc32)CC1	0%[76.3 µM]
COc1ccc(-n2c(=O)c3sc4ccccc4c3n(CC(=O)Nc3ccccc3F)c2=O)cc1	2%[76.3 µM]
O=C1N(Cc2ccccc2)c2ccccc2C12OCCO2	-3%[76.3 µM]
CCc1cccc(NC(=O)C2CCCN2S(=O)(=O)c2ccc3c(c2)CC(C)N3C(C)=O)c1 (stereo not given)	-5%[76.3 µM]
OC(CN1CCC(Cc2ccccc2)CC1)c1ccccc1 (stereo not given)	-1%
CC(=O)N1CCN(c2ccc(NC(=O)c3cccc([N+](=O)[O-])c3)cc2)CC1	-8%[76.3 µM]
Cn1c(C(=O)NCc2ccc(F)cc2)cc2c(=O)n(C)c3ccccc3c21	-2%[76.3 µM]
Cc1cc(-c2ccccc2)n(-c2ccccc2)n1	1%[76.3 µM]
O=C(Nc1cccc(NC(=O)c2ccc(Br)cc2)c1)c1ccccc1	-1%
COc1ccc(CC(=O)Nc2ccc3nc(N4CCCCC4)cc(C)c3c2)cc1	-16%[76.3 µM]
COc1ccccc1CNC(=O)C(c1ccccc1)c1ccccc1	-4%[76.3 µM]
N#Cc1c(C(F)(F)F)cc(-c2cccs2)nc1SCC(=O)Nc1ccc(F)cc1	-6%[76.3 µM]
CCOc1ccccc1C(=O)Nc1cc2c(cc1N1CCOCC1)n(C)c(=O)n2C	21%[76.3 µM]
CCn1c(=O)c2sccc2n2c(CCCC(=O)Nc3ccc(C)cc3)nnc12	12%[76.3 µM]
CCOC(=O)c1c(-c2ccccc2)oc2ccc(N(C(C)=O)S(=O)(=O)c3ccccc3)cc12	10%[76.3 µM]
COc1cc(/C=N/NC(=O)c2ccncc2)ccc1O	?
CN(Cc1ccccc1)c1ccc(-c2nc(-c3ccccn3)no2)cc1[N+](=O)[O-]	16%[76.3 µM]
O=C(C[n+]1cc[nH]c1)c1ccc(Cl)cc1	-18%[15.3 µM]
COc1ccc(NC(=O)O/N=C/c2ccc(N(C)C)cc2)cc1	-9%
CSCCC(NC(=O)OCc1ccccc1)C(=O)NCc1cccnc1 (stereo not given)	-8%
Cc1cccc(NC(=O)Cn2cc(C=O)c3ccccc32)c1	6%
CCOc1ccc(N(C)C(CNS(=O)(=O)c2ccccc2)c2ccccc2)cc1 (stereo not given)	-3%[76.3 µM]
CCc1ccc2oc(C(=O)Nc3cccnc3)c(C)c2c1	1%[76.3 µM]
CC(CCc1ccccc1)NC(=O)c1ccccc1Cl (stereo not given)	15%[76.3 µM]
CC(=O)c1c(C)n(-c2ccc(C)cc2)c2ccc(O)cc12	0%[76.3 µM]
CC1CCCCN1CCCNC(=O)c1nn(C)c2c1CS(=O)(=O)c1ccccc1-2 (stereo not given)	1%[76.3 µM]
O=C(Cn1nnnc1-c1ccccc1F)Nc1ccc(OC(F)(F)F)cc1	10%[76.3 µM]
Cc1cccc(NC(=O)CSc2nc3c(oc4ccccc43)c(=O)n2C(C)C)c1	-14%[76.3 µM]
Cc1ccccc1-c1nc(CS(=O)(=O)CC(=O)NCCc2ccccc2)c(C)o1	-6%[76.3 µM]
COc1ccccc1NS(=O)(=O)c1cn(C)cn1	-6%[76.3 µM]
COc1ccc(C(=O)Nc2cc(C)nn2-c2cccc(F)c2)cc1	1%
COc1ccc(-c2nnc(SCC(=O)N(C)Cc3ccccc3)o2)cc1OC	-7%[76.3 µM]

Quoted at random: 2 entries already listed
SMILES	GAA glycogen
COc1ccccc1NS(=O)(=O)c1cn(C)cn1	-6%[76.3 µM]
COc1cccc(CN(C)C(=O)CC23CC4CC(CC(C4)C2)C3)c1OC	-1%

Next part
SMILES	GAA glycogen
CN(CC(=O)NCc1ccccc1Cl)S(=O)(=O)c1ccc2c(c1)c(=O)n(C)c(=O)n2C	15%[76.3 µM]
Cc1cccc(Nc2c3c(nc4nncn24)CCC3)c1	13%[76.3 µM]
CCCCN1C2CCCC1CC(NC(=O)c1cccc(Cl)c1)C2 (stereo not given)	-4%[76.3 µM]
COC(=O)C1=C(C)N(CC2CC2)C(=NCCN2CCOCC2)N[C@H]1c1ccccc1	19%&-5%[76.3 µM]
COc1ccc(NC(=O)CN(C)C(=O)c2ccccc2OC)cc1	-4%
O=C1c2[nH]nc(-c3ccccc3O)c2C(c2cccc(Cl)c2)N1Cc1cccnc1 (stereo not given)	-8%[76.3 µM]
CCNC(=O)/C(C#N)=C/c1c(N2CCN(c3ccccc3)CC2)nc2ccccn2c1=O	4%
CC1CCN(C(=O)CSc2nnc(-c3cccs3)o2)CC1	1%
Cc1ccc(C(C(=O)NC2CCCC2)N(Cc2ccccc2)C(=O)c2csnn2)o1 (stereo not given)	4%
C=CCNC(=S)NN=C1CCC(c2ccccc2)CC1 (stereo not given)	-18%
CCOC(=O)CC1c2cc(OCC)c(OCC)cc2CCN1C(=O)Nc1cccc(Cl)c1 (stereo not given)	-19%[76.3 µM]
COc1ccc(NC(=O)c2cnn(-c3ccccc3)c2C)cc1OC	-1%[76.3 µM]
COc1ccc(NC(=O)CCn2c(=O)c3cccn3c3ccccc32)cc1	-25%[76.3 µM]
CCC(=O)N1CCc2cc(S(=O)(=O)NCCC(=O)NCc3ccc(OC)cc3)ccc21	15%[76.3 µM]
COc1nnc(-c2ccc(N3CCCCC3)c(NC(=O)c3ccccc3)c2)c2ccccc12	-11%[76.3 µM]
CCOc1ccc(S(=O)(=O)N(C(=O)c2ccncc2)c2ccc3oc(C)c(C(=O)OC)c3c2)cc1	-14%[76.3 µM]
COc1ccc(Cn2cc(S(=O)(=O)c3ccc(C)cc3)c(=O)c3cc(F)ccc32)cc1	2%[76.3 µM]
COc1ccc(Cc2nc3ccc(C(=O)NCCn4cccn4)cc3o2)cc1	-1%[76.3 µM]
CCOc1ccc(CNCc2c(C(=O)O)n(Cc3ccc(C)cc3)c3cc(C)ccc23)cc1	6%[76.3 µM]
O=C(c1ccco1)n1nc(-c2ccccc2)nc1NCc1ccccc1Cl	17%[76.3 µM]
Cc1ccc(CNC(=O)Cn2ccc3cc(S(=O)(=O)N4CCCCCC4)ccc32)cc1	2%[76.3 µM]
O=C(Nc1ccc(Cl)c(C(F)(F)F)c1)c1cc2nc(-c3ccc4c(c3)OCO4)cc(C(F)(F)F)n2n1	10%[76.3 µM]
CCOc1ccc(Nc2oc(/C=C/c3ccc(OC)c(OC)c3)nc2C#N)cc1	-22%[76.3 µM]
CCOC(=O)C1C(c2ccc(C(=O)O)cc2)NC(=O)NC1(O)C(F)(F)F (stereo not given)	1%
O=C1Nc2ccccc2C(=O)N2[C@H](c3ccccc3)[C@@H]3C(=O)N(Cc4ccccc4)C(=O)[C@@H]3[C@H]12	16%[76.3 µM]
COc1ccc(-c2nc3nc(C)cc(N4CCN(c5cccc(C(F)(F)F)c5)CC4)n3n2)cc1	0%[76.3 µM]
O=C(NC(Cc1ccccc1)C(=O)O)/C(=C\c1ccc(Cl)cc1)NC(=O)c1ccco1 (stereo not given)	-1%[76.3 µM]
O=C(NCc1ccc(F)cc1)C1CCN(S(=O)(=O)c2cccnc2)CC1	7%[76.3 µM]
CC1CCCCC1NC(=O)Cn1cccc1C(=O)c1ccccc1 (stereo not given)	-3%[76.3 µM]
COc1ccc(C(=O)NCC2(c3ccc(OC)c(OC)c3)CCCC2)c(OC)c1	1%[76.3 µM]

Source: PubChem BioAssay
